Source: PubChem BioAssay (National Center for Advancing Translational Sciences (NCATS))
Abeta yeast res: A-beta toxicity reversal in yeast; yeast expressing A-beta42, growth rescue, OD600, 48 h; response scale: 0% DMSO, 100% iron-clioquinol control; AID 1347071; Potency, µM (top dose mostly 46.1 µM), for the others: at the top dose growth rescue, actives largely listed as activators; 410,000 tested, 0.063% active; note: potency is the fitted concentration of half-maximal effect; nearly all actives have a fitted effect of over 55% in size
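Yeast A-beta toxicity model in growth medium with pinned compounds, 48 h at 30 C; growth read as absorbance at 600 nm. Normalized to FeCl3/clioquinol equimolar mix (positive) and DMSO (negative).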
aSyn yeast inh: rescues yeast growth from alpha-synuclein toxicity; Yeast expressing alpha-synuclein, growth rescue, BacTiter-Glo, 24 h; Potency, µM (doses to about 46.1 µM), without a hit: top-dose growth rescue (activation), actives largely listed as activators; 370,000 tested, 0.14% active; AID 652106; note: potency is the fitted concentration of half-maximal effect; % of control where 0% means no effect; nearly all actives have a fitted effect of over 65% in size
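Rescue of yeast growth: cells expressing toxic alpha-synuclein, induced in galactose at OD600 0.02, incubated with compound 24 h at 30 C. ATP luminescence quantified growth; inhibitors of toxicity appear as activators.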
EPAC2 agonist: agonists of human EPAC2 (RAPGEF4); Q8WZA2; EPAC2 activation, biochemical qHTS; response scale: 100% = 6.5 mM cAMP response; Potency, µM (series often up to 154 µM), inactives show at the top dose activation, actives largely listed as activators; 360,000 tested, 0.079% active; AID 720711; note: potency is the fitted concentration of half-maximal effect; nearly all actives have a fitted effect of over 50% in size
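Readout is BODIPY fluorescence (480 nm excitation, 540 nm emission), which falls as labeled GDP is exchanged off Rap1B. EPAC2 at 100 nM acted on 250 nM RAP1B-BODIPY-GDP with 50 uM GDP present.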
FUS suppressor: rescues growth of FUS-expressing yeast | S. cerevisiae FUS-expressing, growth rescue, OD600, 24 h | Potency, µM (series often up to 76.6 µM), for inactives: at the top dose growth rescue (activation), most hits filed as activators | 390,000 tested, 0.24% active | AID 1347120;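 note: potency is the fitted concentration of half-maximal effect; plate controls were DMSO vehicle for no effect and reference control for full effect; nearly all actives have a fitted effect of over 55% in size; some results filed as inactive show a strong effect at the top dose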
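Restored growth of FUS-toxic S. cerevisiae, read as 600 nm absorbance after 24 h at 30C in galactose medium (starting OD 0.005). Controls CP55940 and DMSO.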
DRD3 antagonist: D3 dopamine receptor (human) antagonism. P35462. D3R cells, DiscoveRx beta-arrestin luminescence, antagonist mode; active compounds read low. max response, negative = inhibition, %. 360,000 tested, 2.5% active; in the data active = max response below about -50%; inconclusive = no clear call, values can overlap the other calls; note: % is set by controls: 0 for no effect and ±100 for the full control effect; mostly tested at two doses, the higher about 12 µM
Target sequence (P35462 whole entry, looked up): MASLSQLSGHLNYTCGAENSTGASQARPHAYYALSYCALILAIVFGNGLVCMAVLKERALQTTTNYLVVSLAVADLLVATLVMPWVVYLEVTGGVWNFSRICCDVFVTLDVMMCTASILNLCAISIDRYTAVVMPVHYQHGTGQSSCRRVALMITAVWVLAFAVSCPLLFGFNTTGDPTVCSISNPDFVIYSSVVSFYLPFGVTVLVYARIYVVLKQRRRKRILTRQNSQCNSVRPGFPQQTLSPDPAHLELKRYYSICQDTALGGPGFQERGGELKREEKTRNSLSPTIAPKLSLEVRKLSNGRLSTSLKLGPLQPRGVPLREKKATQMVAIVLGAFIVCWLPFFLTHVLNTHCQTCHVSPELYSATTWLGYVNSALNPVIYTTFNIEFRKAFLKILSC
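Cells plated overnight at 1500 cells/well, then exposed to library compounds with dopamine controls for 90 minutes at 37 degrees C. DiscoveRx reagent added for 30–60 minutes at room temperature; luminescence read, quantitative HTS format.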
DRD3 agonist: activates the human D3 dopamine receptor. P35462. D3R DiscoveRx beta-arrestin cells, luminescence, 90 min. max activation, %. 410,000 tested, 0.58% active. AID 652048; in the data active = max activation above about 30%; note: 0% is about no effect; mostly tested at two doses, the higher about 12 µM
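Cells at 1500/well, incubated overnight, then treated with pinned compounds (dopamine as control) for 90 min at 37 degrees C. DiscoveRx reagent added for 30 - 60 minutes at room temperature; luminescence read.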
EPAC2 antagonist: antagonists of human EPAC2; Q8WZA2; EPAC2 GEF exchange of Rap1B-BODIPY-GDP, fluorescence; Potency, µM (highest dose often 114 µM), for inactives: at the highest dose activity, negative = inhibition, usual class: inhibitors; 360,000 tested, 0.18% active; note: potency is the fitted concentration of half-maximal effect; % is set by controls: 0 for no effect and ±100 for the full control effect; nearly all actives have a fitted effect of over 45% in size; many of its hits are not listed in these tables
TDP43 rescue: inhibitors of TDP-43 toxicity in yeast; TDP-43 expressing yeast growth rescue, BacTiter-Glo, 24 h; Potency, µM (doses to about 46.1 µM), without a hit: at the highest dose growth rescue (activation), most hits filed as activators; 410,000 tested, 1.8% active; AID 652104; note: potency is the fitted concentration of half-maximal effect; % of control where 0% means no effect; nearly all actives have a fitted effect of over 50% in size
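Cell-based yeast growth screen: TDP-43 expression induced in galactose, inoculum OD600=0.02 after raffinose pregrowth to mid-log. Read-out BacTiter-Glo luminescence at 24 hr, 30 deg C; inhibition of toxicity seen as signal increase.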
* = called active by the depositor; ? = inconclusive; · = no result given; & = joins results of further samples; [ ] = another dose, or the depositor's remark. Unless noted, calls come from the whole dose curve; as a rule, active = well fitted curve in the direction sought with a large enough effect; inconclusive = small, poorly fitted or top-dose-only effect, or another doubt; inactive = no such curve, though single readings can be large; an effect the other way counts as inactive or inconclusive.

SMILES	Abeta yeast res	aSyn yeast inh	EPAC2 agonist	FUS suppressor	DRD3 antagonist	DRD3 agonist	EPAC2 antagonist	TDP43 rescue
O=S(=O)(c1ccc(Cl)nc1)N1CCCC1	8%	2%	0%	-4%	4	-13	20%	18%
Cn1nnnc1SCCCNCc1ccc(-c2ccc(Br)cc2)o1	-15%	·	·	-13%	·	-31	·	0%[9.22 µM]
Cc1sc2ncnc(SCC(=O)NNC(=O)COc3cccc4ccccc34)c2c1C	5%	0%	-7%	14%	17	6	-6%	10%
CCOc1ccc(CNC(=O)c2cc3c(=O)n(Cc4cccs4)ccc3nc2C)cc1	-17%	·	·	?	·	-7	·	-15%
O=C(CCNS(=O)(=O)c1ccc(F)c(F)c1)NCCN1CCOCC1	-1%	1%	12%	-27%	-3	0	5%	15%
O=C(Nc1ccccc1)Nc1nc(-c2ccc(F)cc2)cs1	-1%	2%	9%	6%	2	6	17%	-5%
CC(C)(C)C(=O)/C=C(N)/C=C/c1ccccc1	10%	5%	1%	29%	7	5	-3%	-4%
CCCCCNC(=O)c1[nH]c(C(F)(F)F)nc1-c1ccccc1	1%	0%	6%	25%	42	11	-18%	12%
CN(C)c1ccc(/C=C/c2ccncc2)cc1	-9%	1%&-1%	17%	21%	0	2	-5%	-10%
CC(C)(C)CC(=O)Nc1nnc2n1CCS2	-6%	-2%	·	-20%	·	-9	·	14%
Cc1cc(C)nc(SCC(=O)NN)n1	14%	1%	8%	17%	1	15	2%	-11%
Nc1ccc(N2CCOCC2)c2nonc12	-8%	3%	14%	-17%	10	1	?	-1%
COc1ccc(N2CCN(CCNC(=O)Nc3ccc([N+](=O)[O-])cc3OC)CC2)cc1	-4%	-2%	6%	12%	-26	-20	-9%	-7%
CCOC(=O)CC1C(=O)NCCN1C(=S)NC(=O)c1ccc(C)c(Br)c1 (stereo unspecified)	4%	10%	1%	1%	-2	6	-7%	16%
Cc1cc(Cl)ccc1OCC(=O)Nc1ccc(CN2CCOCC2)cc1	1%	-1%	7%	9%	-14	-1	2%	12%
C/C(=N\N=C\c1ccc(N(C)C)cc1)c1cccc([N+](=O)[O-])c1	11%	-9%	-5%	-14%	3	1	3%	-2%
O=C(N/N=C/c1ccc(OC(=O)c2ccccc2)c([N+](=O)[O-])c1)c1ccc(O)cc1	20%	0%	13%	2%	-24	-7	-7%	22%
C/C=C/C(=O)Nc1nnc(-c2ccccc2C)s1	-1%	-5%	-7%	-23%	-3	-7	-3%	9%
COc1ccc(Cl)cc1NC(=O)CCc1nc(-c2ccccc2F)no1	1%&-13%	3%	13%	2%&20%	9	-10&0	5%	26%&10%
CCOc1ccc(C(=O)N2CCCC2)cc1OC	11%	3%	-4%	-3%	7	-2	10%	7%
Cc1cc(C(=O)Nc2nnc(C3CC3)s2)c(C)s1	14%	2%	-1%	-20%	-6	1	6%	0%
COCCNC(=O)C1CCN(S(=O)(=O)c2ccc3c(c2)CCCN3C(C)=O)CC1	10%	·	·	-11%	·	3	·	7%
Cc1sc2nc(CSCC(=O)Nc3ccc(C(=O)N(C)C)cc3)[nH]c(=O)c2c1C	7%	1%	7%	1%	15	0	1%	19%
Cc1cc(C)cc(-n2ncc3c2CCCC3NC(=O)C2(C(N)=O)CC2)c1 (stereo unspecified)	0%	-3%	3%	15%	15	-1	6%	-10%
O=C(CCC(=O)Nc1ccccc1Cl)NNC(=O)c1ccco1	28%	-1%	-10%	·	20	2	-1%	19%

Look-ups from the list:
`C/C=C/C(=O)Nc1nnc(-c2ccccc2C)s1` in EPAC2 antagonist: -3%
`O=C(CCNS(=O)(=O)c1ccc(F)c(F)c1)NCCN1CCOCC1` in aSyn yeast inh: 1%

Other results follow.
SMILES	Abeta yeast res	aSyn yeast inh	EPAC2 agonist	FUS suppressor	DRD3 antagonist	DRD3 agonist	EPAC2 antagonist	TDP43 rescue
O=C(Cn1nnc(-c2ccccc2F)n1)N1CCCCC1	3%	8%	3%	-49%[inhibitor]	23	-6	1%	7%
Cc1ccc(C(=O)N2CCN(c3ccccc3F)CC2)cc1NC(=O)c1nsc2ccccc12	6%	·	·	30%	·	-7	·	?
CCOc1cc(-c2ccccc2)nc(N)n1	11%	-6%	5%	12%	-3	-1	5%	19%
NC(N)=NS(=O)(=O)c1ccc(NC(=S)NC(=O)c2ccc(Br)cc2)cc1	5%	7%	5%	-24%	-5	1	1%	9%
Cc1oc(-c2ccc(Cl)cc2)nc1CSc1nnc(C)n2c1cc1sccc12	-9%	·	·	-18%	·	-17	·	8%
CC1(c2nc3ccccc3[nH]2)CCCC2=Nc3ccccc3CN21 (stereo unspecified)	4%	-1%	11%	-10%	7	-6	11%	17%
CCCN1C(=O)c2cc(C(=O)O)ccc2C1O (stereo unspecified)	-4%	0%	-7%	-25%	10	1	12%	13%
COCCN1CCC(CO)C1 (stereo unspecified)	0%	1%	8%	·	7	-6	0%	1%
COc1ccc(OC)c(NC(=S)N2CCC(C(O)(c3ccccc3)c3ccccc3)CC2)c1	14%	7%	8%	·	0	-5	-1%	20%
C#CCSc1nncn1C(=O)/C=C/c1ccccc1	-2%	13µM*	7%	-31%	-10	3	-4%	-16%
Cc1cc(SCC(=O)NCc2ccc(F)cc2)nc(=O)[nH]1	-10%	·	·	-17%	·	-17	·	-14%
CCOc1ccc(C(=O)Oc2cc(C)[nH]c(=O)c2[N+](=O)[O-])cc1OCC	-4%	1%	0%	6%	-2	-2	3%	15%
O=C(CC(C(=O)NCc1ccccc1)c1nc2ccccc2c(=O)[nH]1)NCc1ccccc1 (stereo unspecified)	-8%	-1%	0%	-5%	-26	2	17%	-12%
CC1(Cc2ccc(Cl)cc2)C(=O)Nc2ccc(-c3ccc(F)c(Cl)c3)cc21 (stereo unspecified)	12%	0%	-1%	43%	6	-3	-11%	21%
O=C(NCc1ccc(F)cc1)C1CCN(c2cnccn2)CC1	-9%	1%	-2%	10%	-1	3	2%	10%
CCOC(=O)C1CCN(C(=O)C2CCN(C3=NS(=O)(=O)C(c4ccc(C)c(C)c4)=C3C)CC2)CC1	9%	·	·	-7%	·	6	·	20%
Cc1cc(C)nc(SCc2nnc(SCC(=O)NCc3ccco3)n2-c2ccccc2)n1	7%	2%	1%	26%	7	3	9%	19%
CCCCNC(=O)N1CCOCCOCCN(C(=O)NCCCC)CCOCC1	5%	-1%	4%	5%	29	-5	3%	-4%
O=C(c1ccccc1)c1ccc(C(=O)N2CCN(c3ccccc3Cl)CC2)cc1	25%	1%	9%	?	6	8	-6%	11µM*
COC(=O)c1ccc(C(=O)OC)c(NC(=O)c2ccc(-c3ccccc3)s2)c1	-9%	·	·	-15%	·	-6	·	14%
Nn1c(SCC(=O)Nc2cccc(C(F)(F)F)c2)nncc1=O	15%	4%	-2%	-12%	15	-1	-4%	13%
CCOc1ccc(-c2nc(N)ncc2Oc2ccccc2Br)c(O)c1	26%	12%	23%	-6%	0	0	3%	4%
Nn1c(SC/C=C/c2ccccc2)nnc1-c1ccncc1	-5%	-2%	-8%	29%	-23	-5	-8%	5%
Nc1cc(=O)[nH]c(SCc2nc3ccccc3n2Cc2ccccc2)n1	0%	0%	13%	-9%	-1	0	-1%	-6%
CCOC(=O)N1CCN(S(=O)(=O)c2ccc(C)c(C)c2C)CC1	1%	11%	6%	7%	7	4	-3%	10%

7 compounds drawn at random from the list so far, as already listed:
SMILES	Abeta yeast res	aSyn yeast inh	EPAC2 agonist	FUS suppressor	DRD3 antagonist	DRD3 agonist	EPAC2 antagonist	TDP43 rescue
CCOC(=O)C1CCN(C(=O)C2CCN(C3=NS(=O)(=O)C(c4ccc(C)c(C)c4)=C3C)CC2)CC1	9%	·	·	-7%	·	6	·	20%
CC1(Cc2ccc(Cl)cc2)C(=O)Nc2ccc(-c3ccc(F)c(Cl)c3)cc21 (stereo unspecified)	12%	0%	-1%	43%	6	-3	-11%	21%
NC(N)=NS(=O)(=O)c1ccc(NC(=S)NC(=O)c2ccc(Br)cc2)cc1	5%	7%	5%	-24%	-5	1	1%	9%
Nn1c(SCC(=O)Nc2cccc(C(F)(F)F)c2)nncc1=O	15%	4%	-2%	-12%	15	-1	-4%	13%
CCOC(=O)N1CCN(S(=O)(=O)c2ccc(C)c(C)c2C)CC1	1%	11%	6%	7%	7	4	-3%	10%
CCOc1ccc(-c2nc(N)ncc2Oc2ccccc2Br)c(O)c1	26%	12%	23%	-6%	0	0	3%	4%
O=C(Cn1nnc(-c2ccccc2F)n1)N1CCCCC1	3%	8%	3%	-49%[inhibitor]	23	-6	1%	7%

Remaining list, next part.
SMILES	Abeta yeast res	aSyn yeast inh	EPAC2 agonist	FUS suppressor	DRD3 antagonist	DRD3 agonist	EPAC2 antagonist	TDP43 rescue
Cc1nc(-c2ccc(C)c(S(=O)(=O)N3CCC(C(=O)NCc4ccc(F)cc4)CC3)c2)no1	-8%	·	·	15%	·	-1	·	7%
Cn1cccc1Cc1nnc(SCC(=O)Nc2cccc(Cl)c2)n1-c1ccc(F)cc1	19%	0%	2%	?	5	-7	-15%	6%
Cc1ccccc1-n1nc2c(c1NC(=O)c1ccco1)CS(=O)(=O)C2	4%	15%	-1%	-12%	3	-1	1%	-1%
Cc1sc2ncnc(OCC(=O)c3ccc(S(=O)(=O)N4CCCC4)cc3)c2c1C	7%	15%	11%	24%	15	19	-7%	4%
CC(=O)Nc1nc2ccc(S(=O)(=O)N3CCCCC3)cc2s1	6%	-3%	9%	-6%	-7	5	-13%	-1%
COc1ccc(C(=O)/C=C/c2ccc(OC(=O)c3cc(OC)c(OC)c(OC)c3)cc2)cc1	-4%	-13%	8%	18%	19	25	0%	7%
Cn1c(=O)[nH]c(=O)c2c1nc(SCC(=O)Nc1ccccc1)n2Cc1ccccc1	-12%	0%	1%	2%	-24	-7	-2%	18%
C[N+](C)(C)CCOC(=O)CCC(=O)OCC[N+](C)(C)C	-1%	-3%&2%	-12%	-23%	12	-3&9	-5%	0%

These rows are one share of the data; rates above refer to the full screens.
